# Screening data deposited in PubChem by National Center for Advancing Translational Sciences (NCATS).
# GAA glycogen mod: inhibitors or activators of human alpha-glucosidase glycogen cleavage. actives 0.38% (n = 300,000). P10253. recombinant GAA, glycogen substrate, Amplex Red glucose oxidase fluorescence. Potency, µM (titrated, usually from 76.4 µM), for inactives: at the top dose activity change, negative = inhibition, most hits filed as inhibitors. AID 2100;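 further: 0% = full enzyme reaction and -100% = no-enzyme basal signal; the screen sought inhibitors and activators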
#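 qHTS, 1536-well; enzyme 4 nM final; cpd up to 77 uM; substrate bovine liver glycogen 30 ug; 50 mM citrate/phosphate pH 5.0, 0.01% Tween-20; 37 C, 40 min; Amplex Red detection 45 min RT; Hill fit → AC50.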
# aGlu spleen mod: lysosomal alpha-glucosidase (human) modulation; P10253; human spleen homogenate, 4-MU-alpha-glucoside fluorescence; Potency, µM (top dose mostly 79.9 µM), for the others: at the highest dose activity change, negative = inhibition, usual class: inhibitors; actives 0.006% (n = 240,000); AID 2112;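 further: 0% = enzyme with vehicle and -100% = no enzyme basal signal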
#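 Human spleen homogenate (1 ug) incubated with compounds and 1 mM 4-methylumbelliferyl-alpha-D-glucopyranoside in pH 5.0 citrate/phosphate buffer, 37 C, 40 min. Stopped at pH 10; 4-MU fluorescence (Ex 365/Em 440 nm); AC50 by Hill fit.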
# GAA inh: alpha-glucosidase (human) inhibition; actives 0.005% (n = 200,000); P10253; AID 1466; purified human GAA, 4-MU-alpha-glucoside fluorescence; Potency, µM (series often up to 76.9 µM), inactives show at the top dose activity change, negative = inhibition, hits mostly inhibitors;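 further: plate controls were uninhibited enzyme wells for no effect and no-enzyme background for full effect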
#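 Endpoint fluorogenic read: 20 min room-temperature reaction of 4 nM human alpha-glucosidase with 400 uM 4-methylumbelliferyl-alpha-D-pyranoside, pH 5.0, quenched with 1M NaOH/1M glycine pH 10. AC50 from Hill modeling.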
# Tau fluor cs: counter-screen for tau fibril formation inhibitors; tau K18 P301L (four-repeat tau fragment) Alexa594 fluorescence, heparin fibrillization; Potency, µM (doses to about 57.7 µM), inactives show at the top dose activity change, negative = decrease; actives 0.93% (n = 280,000); AID 1463; further: on the % scale 0 is the no-effect control and ±100 the full control effect; nearly all actives have a fitted effect of over 55% in size
#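 Human K18 P301L tau (15 uM unlabeled plus 0.24 uM Alexa 594-labeled, final) in 100 mM sodium acetate pH 7 was mixed with compound and 20 uM heparin and incubated 6 hr at 37 C.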
# NPSR antag: blocks cAMP signaling of the human neuropeptide S receptor; Q6W5P4; CHO-NPSR cells, cAMP TR-FRET, antagonist mode; Potency, µM (top dose mostly 38.3 µM), inactives show top-dose activity change, negative = inhibition, usual class: inhibitors; actives 1% (n = 220,000); AID 1461; further: on the % scale 0 is the no-effect control and ±100 the full control effect; nearly all actives have a fitted effect of over 50% in size; many of its hits are not listed in these tables
# Target sequence (Q6W5P4 whole entry, looked up): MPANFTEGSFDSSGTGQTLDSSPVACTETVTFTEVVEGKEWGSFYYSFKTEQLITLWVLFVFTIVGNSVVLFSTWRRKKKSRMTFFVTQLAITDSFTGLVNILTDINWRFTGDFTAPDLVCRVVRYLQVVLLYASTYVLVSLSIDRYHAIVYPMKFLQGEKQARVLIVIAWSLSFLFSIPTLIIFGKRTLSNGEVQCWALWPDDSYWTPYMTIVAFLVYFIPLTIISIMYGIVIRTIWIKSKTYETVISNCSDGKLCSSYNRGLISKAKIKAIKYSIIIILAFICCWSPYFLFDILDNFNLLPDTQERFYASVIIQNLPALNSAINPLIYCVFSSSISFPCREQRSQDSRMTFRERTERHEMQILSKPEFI
# Epigenetic derep: regulators of epigenetic silencing causing reporter derepression in mouse cells | murine LDR cells, GFP reporter derepression, 30 h | Potency, µM (titrated, usually from 53.9 µM), inactives show at the top dose GFP activation, most hits filed as activators | actives 0.2% (n = 280,000); further: % of control where 0% means no effect; nearly all actives have a fitted effect of over 60% in size
#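 Readout is the number of GFP-expressing murine LDR cells, counted by cytometry following washing. Cells were treated with compound for 30 h at 37 C; the stably integrated CMV-GFP locus is normally silent.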
# GLA spleen mod: inhibits or activates alpha-galactosidase in human spleen homogenate; actives 0.008% (n = 240,000); human spleen homogenate, 4MU-alpha-Gal fluorescence, 40 min; P06280; Potency, µM (titrated, usually from 80 µM), inactives show at the top dose activity change, negative = inhibition, usual class: inhibitors; AID 2107;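 further: 0% = enzyme with vehicle and -100% = no enzyme basal signal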
#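 qHTS titration in buffer at pH 5.0. Alpha-galactosidase activity in spleen homogenate was measured via 4-methylumbelliferone release from 1 mM fluorogenic substrate after 40 min at 37C and a pH 10 stop. AC50 came from Hill fits of control-normalized data.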
# ALDH1A1 block: ALDH1A1 (human) enzyme inhibition. P00352. Purified ALDH1A1, NADH fluorescence, propionaldehyde substrate. Potency, µM (doses to about 75.3 µM), inactives show at the top dose activity, negative = inhibition, hits mostly inhibitors. actives 7.3% (n = 220,000). AID 1030; active means well fitted inhibition curve with a large enough effect, not every such curve was filed as active; inconclusive means small, poorly fitted or top-dose-only effect, or another doubt; inactive means no such curve, though single readings can be large or run the other way;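 further: plate controls were no enzyme wells and a reference inhibitor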
# Target sequence (P00352 whole entry, looked up): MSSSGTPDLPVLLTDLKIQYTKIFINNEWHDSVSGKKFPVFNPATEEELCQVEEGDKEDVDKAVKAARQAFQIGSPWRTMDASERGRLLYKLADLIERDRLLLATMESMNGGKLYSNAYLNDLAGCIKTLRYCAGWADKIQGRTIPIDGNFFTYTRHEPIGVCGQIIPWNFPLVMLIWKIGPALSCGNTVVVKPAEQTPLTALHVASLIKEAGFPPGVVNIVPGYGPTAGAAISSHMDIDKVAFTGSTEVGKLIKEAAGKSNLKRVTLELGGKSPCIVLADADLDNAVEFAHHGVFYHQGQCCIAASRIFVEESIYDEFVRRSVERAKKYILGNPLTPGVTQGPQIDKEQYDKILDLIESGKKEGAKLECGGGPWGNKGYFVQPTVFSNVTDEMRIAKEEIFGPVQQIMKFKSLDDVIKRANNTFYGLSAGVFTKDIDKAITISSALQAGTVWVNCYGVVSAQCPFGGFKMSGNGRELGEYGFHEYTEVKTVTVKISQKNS
# * marks the source's active call; other numbers are inactive results; ? = inconclusive; · = no result given; & = joins results of further samples; [ ] = remark or other dose. Unless noted, the call rests on the fitted dose curve; in most records, active means well fitted curve in the direction sought with a large enough effect; inconclusive means small, poorly fitted or top-dose-only effect, or another doubt; inactive means no such curve, though single readings can be large; an effect the other way counts as inactive or inconclusive. Potency means the concentration at half of the fitted maximal effect. The list is partial; the hit share may differ from the screen's.
canonical_smiles	GAA glycogen mod	aGlu spleen mod	GAA inh	Tau fluor cs	NPSR antag	Epigenetic derep	GLA spleen mod	ALDH1A1 block
CN1C2CCC1CC(OC(=O)CCN1CCCC1)C2 (stereo unspecified)	2%	-13%	-7%[15.4 µM]	7%	-8%[46.1 µM]	-1.1%	8%	19%
CCc1c(C)nc(N)nc1N1N=C1SCC(=O)OC	-12%	1%	-9%	5%	9%	-1.1%	3%	4%
CCn1c(C)cc(/C=C2\C(=O)NC(=O)N(c3ccccc3C)C2=O)c1C	-1%	6%	-12%	0%	-18%	-1.5%	4%	-13%
CC#CP(=O)(OCC)C(O)(c1ccccc1)C(F)(F)F (stereo unspecified)	-21%	-13%	-3%	2%	-10%[46.1 µM]	-0.8%	-5%	-2%
Cc1ccc(S(=O)(=O)N2CC2(C)CCl)cc1 (stereo unspecified)	4%	4%	·	-9%	6%[7.67 µM]	2.7%	9%	·
CCN(CC)c1ccc(N=Cc2c(O)n(CCC3=CCCCC3)c(=O)[nH]c2=O)cc1	3%	5%	6%	-8%	9%[46.1 µM]	22µM*	9%	?
CNS(=O)(=O)c1ccc(N=Cc2c(O)n(-c3ccc(C)cc3)c(=O)[nH]c2=O)cc1	8%	4%	·	-27%	10%	-1.8%	1%	·
O=c1[nH]c(O)c(N=Nc2cc(C(F)(F)F)ccc2Cl)c(=O)[nH]1	3%	-1%	-6%	2%	-24%	0.9%	-7%	3%
O=C(C1CCN(S(=O)(=O)N2CCOCC2)CC1)N1CCC2(CC1)OCCO2	23%	2%	-17%	-8%	0%[46.1 µM]	-1.1%	8%	?
O=C1/C(=C\c2ccccc2)C[C@@]2(O)[C@H]3Cc4ccc(O)c5c4[C@@]2(CCN3CC2CC2)[C@@H]1O5	·	-6%	·	7%	·	-3.9%	-5%	-3%
COC1C(O)C(C)O[C@@H](OC2CC[C@@]3(C)C4CC[C@]5(C)C(C6=CC(=O)OC6)CC[C@@]5(O)C4CC[C@@H]3C2)C1O (stereo partly specified)	·	0%	·	-6%	·	1.7%	7%	4%
COP(=O)(NS(=O)(=O)c1ccccc1)OC	-6%	3%	1%	-2%	-17%	1.8%	1%	10%
c1ccc(C2NCc3ccccc3-n3cccc32)cc1 (stereo unspecified)	2%	-1%	-1%	5%	-6%[46.1 µM]	-0.8%	-2%	-2%
O=C(N/N=C/c1c(O)n(Cc2ccc(F)cc2)c(=S)[nH]c1=O)c1ccncc1	0%	16%	6%[15.4 µM]	-12%	8%	2.5%	-16%	-10%
CCCCCSc1cc(O)c(C(CNC)C(C)C)cc1OC (stereo unspecified)	-2%	-26%	?	-16%	-4%	0.0%	-8%	-6%
Cc1cccc(NC(=S)N2CC3CC(C2)c2cccc(=O)n2C3)c1C (stereo unspecified)	-7%	2%	-4%	-1%	18%	0.0%	8%	17%
Cc1occc1C(=O)N1CCC2(CC1)OCCO2	0%	1%	-5%	-3%	7%[46.1 µM]	0.1%	-4%	?
Cc1ccc(C2SCC(=O)Nc3c2c(=O)[nH]n3C2CCOC(C)(C)C2)cc1 (stereo unspecified)	0%	-5%	-3%	-9%	-2%[46.1 µM]	-2.0%	-2%	5%
COc1ccc(OC)c(CN2CCN(C(=O)COc3cccc(C)c3)CC2)c1	-2%	-4%	-3%	-3%	?	-0.1%	2%	?
N#CC(C#N)=Cc1cc(O)c(O)c(O)c1	·	13%&-22%	·	?	?	-1.2%&0.0%	8%&-5%	28µM*
CCOc1ccc2c(c1)c(C(C)=O)c(C)n2Cc1ccco1	-11%	-2%	3%	-16%	11%	-1.1%	1%	0%
Cc1ccc2ccccc2c1NC(=O)CNC1CCCCC1	-2%	-18%	-4%	-9%	5%[46.1 µM]	-3.5%	0%	-4%
COc1ccc(N=C2SCCCN2C)cc1	-5%	-9%	3%	3%	1%[46.1 µM]	-2.0%	-7%	-5%
O=C(Nc1ccc2c(c1)OCO2)c1cn(Cc2ccc(F)cc2)nn1	1%	-11%	-9%	?	-11%[46.1 µM]	-0.1%	-7%	?

# An excerpt of these results, with values under each structure.
# Values run as follows: GAA glycogen mod	aGlu spleen mod	GAA inh	Tau fluor cs	NPSR antag	Epigenetic derep	GLA spleen mod	ALDH1A1 block
COc1ccc(N=C2SCCCN2C)cc1
→ -5%	-9%	3%	3%	1%[46.1 µM]	-2.0%	-7%	-5%
O=C(Nc1ccc2c(c1)OCO2)c1cn(Cc2ccc(F)cc2)nn1
→ 1%	-11%	-9%	?	-11%[46.1 µM]	-0.1%	-7%	?

# Some of the entries above, set out differently:
Cc1occc1C(=O)N1CCC2(CC1)OCCO2
  GAA glycogen mod: 0% | aGlu spleen mod: 1% | GAA inh: -5% | Tau fluor cs: -3% | NPSR antag: 7%[46.1 µM] | Epigenetic derep: 0.1% | GLA spleen mod: -4% | ALDH1A1 block: ?
COc1ccc(OC)c(CN2CCN(C(=O)COc3cccc(C)c3)CC2)c1
  GAA glycogen mod: -2% | aGlu spleen mod: -4% | GAA inh: -3% | Tau fluor cs: -3% | NPSR antag: ? | Epigenetic derep: -0.1% | GLA spleen mod: 2% | ALDH1A1 block: ?

# Further structures
canonical_smiles	GAA glycogen mod	aGlu spleen mod	GAA inh	Tau fluor cs	NPSR antag	Epigenetic derep	GLA spleen mod	ALDH1A1 block
C[C@]12CC[C@@H](O)CC1CCC1C2CC[C@]2(C)C(=O)CC[C@@H]12 (stereo partly specified)	·	2%	·	-13%	-16%[46.1 µM]	-1.2%	6%	7%
COc1ccc(CCn2c(O)c(C=Nc3ccc(F)cc3)c(=O)[nH]c2=O)cc1OC	5%	-21%	-9%	-6%	5%	2.1%	6%	?
C[C@@]1([C@@H](NP(=O)(c2ccccc2)c2ccccc2)c2ccccc2)C[C@H]1CCO	1%	4%&-12%	5%	-4%&-6%	-11%	0.6%&1.7%	10%&0%	-4%&5%
CCCN1CC(C)C(OC(C)=O)(c2ccccc2)CC1C (stereo unspecified)	3%	-5%	4%	-2%	5%[46.1 µM]	-1.0%	1%	18%
Cc1ccc(N2C(=O)NC(=O)/C(=C\c3ccoc3)C2=O)cc1	-6%	1%	-1%	-6%	-17%	-1.6%	-1%	?
CC(=NCCN1CCCCC1)c1c(O)n(Cc2ccccc2)c(=O)[nH]c1=O	-11%	-1%	9%	8%	-1%[46.1 µM]	-0.2%	-7%	?
N=C1c2ccccc2CN1c1ncccn1	-7%	5%	2%	0%	21%	1.3%	7%	12%
COc1cc2c(C(=O)O)c(C)n(C)c2cc1Br	5%	0%	6%	11%	9%	-3.5%	-1%	1%
Cc1ccc(-n2c(C)nc3ccccc3c2=O)cc1C	8%	-2%	8%	1%	-6%	-1.1%	-4%	3%
NCCc1ccc(O)cc1	5%	6%&6%&-18%&-3%&9%&13%	-3%	-10%&-4%&-6%&3%&-7%	-15%&-7%[46.1 µM]	-1.7%&-0.2%&0.0%&0.0%&0.0%	10%&10%&1%&4%&0%&11%	5%&-6%&15%&5%&-12%
O=C1NCN(c2ccccc2)C12CCNCC2	-15%	2%	-6%	5%	10%[46.1 µM]	0.7%	17%	-6%
CC[C@H](C)[C@H](NC(=O)[C@@H]1CCCN1C(=O)[C@H](CCC(=O)O)NC(=O)[C@@H](NC(=O)[C@H](Cc1ccccc1)NC(=O)[C@@H]1CCCN1C(=O)[C@@H](N)Cc1ccc(O)cc1)C(C)C)C(=O)O	·	-2%	·	-7%	·	0.8%	2%	-2%
C=CCn1c(O)c(C(CC)=Nc2cccc(C(F)(F)F)c2)c(=O)[nH]c1=O	-8%	2%	·	-13%	-8%[7.67 µM]	-0.3%	11%	·
Cc1cc(C=C2C(=O)NC(=O)NC2=O)c(C)n1-c1ccncc1	5%	-1%	5%	-24%	-31%	4.7%	-2%	14µM*
Cc1ccc2c(c1)C1CN(C)CCC1N2C(=O)/C=C/c1ccc2c(c1)OCO2 (stereo unspecified)	7%	-2%	-6%	7%	-20%	-3.2%	0%	5%
CC(=NCc1cccnc1)c1c(O)n(-c2ccc(Cl)cc2)c(=O)[nH]c1=O	-3%	7%	-2%[15.4 µM]	-10%	-15%	1.6%	6%	3%

# Some entries already given, showing only GAA inh, GLA spleen mod and NPSR antag:
SMILES	GAA inh	GLA spleen mod	NPSR antag
c1ccc(C2NCc3ccccc3-n3cccc32)cc1 (stereo unspecified)	-1%	-2%	-6%[46.1 µM]
O=C(N/N=C/c1c(O)n(Cc2ccc(F)cc2)c(=S)[nH]c1=O)c1ccncc1	6%[15.4 µM]	-16%	8%
CCCCCSc1cc(O)c(C(CNC)C(C)C)cc1OC (stereo unspecified)	?	-8%	-4%

# (listing goes on)
canonical_smiles	GAA glycogen mod	aGlu spleen mod	GAA inh	Tau fluor cs	NPSR antag	Epigenetic derep	GLA spleen mod	ALDH1A1 block
CC1(C)CN=C(Nc2ccc(F)c(Cl)c2)S1	-3%	12%	·	-13%	7%	-3.9%	11%	·
CCN1C[C@@]2(COC)CC[C@H](O)[C@@]34[C@@H]2C[C@@H]([C@@H]13)[C@]1(O)C[C@@H](OC)C2C[C@H]4[C@H]1[C@H]2OC(C)=O	·	0%[29.1 µM]	·	·	·	-0.3%[16.9 µM]	4%[29.1 µM]	6%[20.9 µM]
CCOc1cc(C=C2C(=O)NC(=O)NC2=O)ccc1OCC(=O)N1CCOCC1	-2%	-20%	-2%	-18%	15%	-1.9%	0%	35µM*
Cc1cc(C)cc(N2C(=O)NC(=O)/C(=C\c3cccn3-c3ccccc3)C2=O)c1	-5%	-8%	6%	0%	-55%	?	3%	-8%
Cc1cccc(OP(N)(=O)Oc2cccc(C)c2C)c1C	-11%	1%	·	-12%	-16%	8.0%	3%	·
Cn1c(O)c(/C=N/Nc2ccccc2)c(=O)n(C)c1=O	?	1%	-8%	-14%	-7%	-1.1%	-3%	10µM*
CN1C(=O)C(=Cc2ccccc2Oc2ccc(Cl)cc2)C(=O)N(C)C1=O	-3%	-2%	0%	-13%	?	-5.3%	3%	?
